# From PubChem
# GDH-TPI counter = inhibits GDH-TPI coupling enzymes, artifact for Mtb FBA screen; inhibition, % at 4.8 µM; 1.2% of 360,000 active; GDH-TPI coupled enzyme counterscreen, NADH absorbance; in the data active = inhibition above about 30%;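 also: 0% = DMSO wells and 100% = wells lacking the enzyme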
# Vc quorum ag = inducers of Vibrio cholerae quorum light production without autoinducers; activation, % at 18.7 µM; V. cholerae BH1578 lux reporter, luminescence, 6 h; 0.16% of 350,000 active; in the data active = activation mostly above about 9.7%, no sharp cut-off; also: not every result past the cut was called active; inactives centre near 0; reference of the scale not given here
# FBA Mtb inh = inhibits M. tuberculosis FBA enzyme | AID 588726 | purified M. tuberculosis FBA, fluorescence read-out | 2.3% of 360,000 active | P9WQA3 | inhibition, % at 1 µM; in the data active = inhibition above about 27%;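 also: 0% = vehicle and 100% = reference inhibitor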
# Target sequence (P9WQA3 whole entry, looked up): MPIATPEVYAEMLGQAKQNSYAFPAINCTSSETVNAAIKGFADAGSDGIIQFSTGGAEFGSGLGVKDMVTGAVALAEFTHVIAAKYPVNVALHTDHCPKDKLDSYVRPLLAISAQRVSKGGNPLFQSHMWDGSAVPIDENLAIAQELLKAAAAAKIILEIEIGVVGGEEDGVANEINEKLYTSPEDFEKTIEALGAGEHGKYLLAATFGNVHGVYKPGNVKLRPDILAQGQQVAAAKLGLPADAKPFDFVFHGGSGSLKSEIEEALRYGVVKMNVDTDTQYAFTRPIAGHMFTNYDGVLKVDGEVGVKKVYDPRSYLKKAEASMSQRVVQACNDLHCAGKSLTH
# MazF activator = MazEF (E. coli) toxin RNase activation | activation, % at 20 µM | 0.32% of 350,000 active | FAM/BHQ RNA-DNA oligo cleavage fluorescence, 5 h; in the data active = activation above about 50%
# Target sequence (P0AE70 whole entry, looked up): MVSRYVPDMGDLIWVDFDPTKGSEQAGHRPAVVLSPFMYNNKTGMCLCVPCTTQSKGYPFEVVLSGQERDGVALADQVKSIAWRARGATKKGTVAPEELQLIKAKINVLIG
# 3CLpro inhibitor = SARS-CoV 3CLpro protease inhibition | P0C6X7 | recombinant SARS-CoV 3CLpro, quenched FRET peptide cleavage | inhibition, % at 6 µM | 0.14% of 290,000 active | AID 1706; in the data active = inhibition above about 12%
# BioA inh = inhibitors of Mycobacterium tuberculosis BioA enzyme | purified M. tuberculosis BioA enzyme, plate reader | inhibition, % at 9.99 µM | 0.096% of 360,000 active; in the data active = inhibition above about 40%
# VHR inh abs = DUSP3 (human) phosphatase inhibition; inhibition, % at 13.3 µM; recombinant VHR phosphatase, pNPP absorbance; 0.52% of 290,000 active; in the data active = inhibition above about 50%; also: some compounds called inactive have numbers as strong as hits
# UGM FP inh = Mtb UDP-galactopyranose mutase inhibition; inhibition, % at 10 µM; P9WIQ1; 0.06% of 320,000 active; purified UGM, fluorescence polarization probe displacement; AID 504406; in the data active = inhibition above about 10%, passing the limit was not always enough
# Target sequence (P9WIQ1 whole entry, looked up): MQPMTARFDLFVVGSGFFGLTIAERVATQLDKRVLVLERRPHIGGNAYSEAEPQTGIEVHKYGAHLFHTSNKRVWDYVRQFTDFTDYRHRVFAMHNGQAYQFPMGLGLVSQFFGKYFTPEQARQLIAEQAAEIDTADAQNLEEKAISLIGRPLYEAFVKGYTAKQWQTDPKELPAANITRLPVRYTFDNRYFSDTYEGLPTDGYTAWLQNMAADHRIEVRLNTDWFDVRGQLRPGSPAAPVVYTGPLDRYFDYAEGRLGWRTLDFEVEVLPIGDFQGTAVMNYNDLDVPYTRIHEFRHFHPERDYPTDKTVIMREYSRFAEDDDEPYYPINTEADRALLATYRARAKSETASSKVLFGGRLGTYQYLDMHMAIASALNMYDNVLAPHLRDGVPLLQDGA
# Rv3671c protease = inhibitors of M. tuberculosis serine protease Rv3671c; P9WHR9; 0.048% of 320,000 active; AID 2606; inhibition, % at 5.96 µM; in the data active = inhibition above about 38%;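 also: extracellular domain of Rv3671c used as enzyme; 0% = enzyme with DMSO and 100% = no enzyme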
# SSB-PriA inh = inhibitors of Klebsiella pneumoniae PriA binding to SSB C-terminal tail; inhibition, % at 33 µM; AID 1272365; 0.6% of 430,000 active; AlphaScreen SSBct-PriA binding, biotinylated peptide; in the data active = inhibition mostly above about 37%, no sharp cut-off; inactive = mostly below about 20%;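 also: plate controls were negative control peptide for no effect and reference peptide for full effect; strong numbers were not always called active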
# An asterisk follows results filed as active; i = inactive; / = no result given; & = joins results of further samples. Only part of the results is shown; rates above refer to the full screens.
1. CCOC(=O)c1ccc(NC(=O)CC2SC(=NC)N(C)C2=O)cc1 (centres undefined)
2. O=C(c1ccccc1N(Cc1ccccc1)S(=O)(=O)c1ccccc1)N1CCOCC1
3. COc1ccc(N(Cc2cc3ccccc3[nH]c2=O)S(=O)(=O)c2ccc(OC)cc2)cc1
4. CN(C)CCCNc1ncnc2c1c(-c1ccccc1)cn2-c1ccccc1
5. O=C(COC(=O)c1cccc(Cl)c1Cl)NC1CCCC1
6. COCCNC(=O)C1(C)CCCN(Cc2ccc(Cl)nc2)C1 (centres undefined)
7. CCOc1ccccc1Nc1cc(C)c2cccc(C)c2n1
8. CCn1ncc(CN2CCC(Oc3cc(C(=O)NC4CC4)ccc3OC)CC2)c1C

screen / no.	1	2	3	4	5	6	7	8
GDH-TPI counter	3	-5	6	3	2	-3	-6	0
Vc quorum ag	/	-0.1	i	-0.1	0.6	i	-0.2	-0.4
FBA Mtb inh	0	4	2	2	0	-3	5	-1
MazF activator	3	-4	-3	11	5	/	6	-2
3CLpro inhibitor	0	-2	16*	1	2	/	-1	-2
BioA inh	1.3	-2.1	0.7	8.3	-2.7	-1.0	-1.3	-0.6
VHR inh abs	13	20	-6	37	/	/	10	9
UGM FP inh	0.8	-0.9	-0.6	-1.7	-0.4	/	-0.1	1.5
Rv3671c protease	-2	7	-4	15	-2	/	15	/
SSB-PriA inh	-9	-8	-6	-3	-15	/	-15	-2

9. O=C(Cn1c(NCCO)nc2ccccc21)NCC1CCCO1 (centres undefined)
10. COc1ccccc1N1CCN(C(=O)C(=O)N/N=C/c2cccc(O)c2)CC1
11. Cc1sc2nc(CSc3ccccc3)nc(NCCN(C)C)c2c1C
12. Cc1cccnc1NC(=O)c1ccc(S(=O)(=O)NCc2ccco2)cc1
13. CCC(=O)N1c2ccccc2NC2=C(C(=O)CC(c3ccco3)C2)C1c1ccco1 (centres undefined)
14. Cc1ccnc(N2CCCC(C(=O)NC3CC3)C2)n1 (centres undefined)
15. CCN1CCN(c2nc(NCCO)c3ccccc3n2)CC1
16. COc1ccc(-n2ccnc2SCC(=O)NC2CCCC2)c(OC)c1

screen / no.	9	10	11	12	13	14	15	16
GDH-TPI counter	-12	4	9	4	20	5	12	1
Vc quorum ag	-0.3	-2.8	-0.4	i	1.5	-0.2	-0.6	-0.3
FBA Mtb inh	2	0	2	2	6	9	25	3
MazF activator	7	2	8	2	7	-10	10	-8
3CLpro inhibitor	2	-7	0	/	-1	-3	-2	3
BioA inh	-1.4	-0.3	/	/	20	-5.1	0.1	3.9
VHR inh abs	8	14	3	/	27	34	25	3
UGM FP inh	3.9	2.7	3.1	0.7	4.7	0.2	-1.3	-5.1
Rv3671c protease	-3	0	3	-3	0	-2	0	5
SSB-PriA inh	-15	/	2	-8	-1	3	3	-1&-3

17. COC(=O)c1cc(OC)c(OC)cc1NC(=O)Nc1ccc(OC)cc1
18. CCNC(=S)N1CCN(CCN2C(=O)c3cccc4cccc(c34)C2=O)CC1
19. C=CCc1cc(Cl)ccc1OCCNCCCOC
20. COc1ccc(NC(=O)Nc2cccnc2)c(OC)c1
21. Cc1cc([N+](=O)[O-])nn1CC(=O)Nc1ccc(Cc2ccncc2)cc1
22. CC1(C)NC(=O)N(CC(O)COc2ccc(-c3ccc(C#N)cc3)cc2)C1=O (centres undefined)
23. Cc1ccccc1S(=O)(=O)Nc1nc2ccccc2nc1NCCO
24. Cc1cccc(NC(=O)CN2C(=O)S/C(=C\c3ccc(-c4cccc(C(=O)O)c4C)o3)C2=O)c1

screen / no.	17	18	19	20	21	22	23	24
GDH-TPI counter	-10	12	-22	7	8	-1	24	/
Vc quorum ag	i	6.2	-0.3	i	i	-1.2	/	/
FBA Mtb inh	26	1	2	0	1	69*	5	/
MazF activator	1	12	0	-1	5	1	-5	-51
3CLpro inhibitor	7	1	4	2	4	0	2	-4
BioA inh	/	0.5	-0.2	/	/	-1.4	-0.7	/
VHR inh abs	-7	13	2	21	-2	22	37	6
UGM FP inh	4.8	3.4	4.2	1.8	1.0	0.6	-1.8	-0.5
Rv3671c protease	-4	-2	-4	-9	8	-15	-5	0
SSB-PriA inh	-11	-4	-9	-9	-1	-20	-13	-7

25. O=C(Nc1ccc(N2CCN(C(=O)c3cccs3)CC2)cc1)c1ccco1
26. CC(=O)Nc1c(C)ccc(CNC(=O)COc2ccc(F)cc2)c1C
27. Cc1cc(=O)oc2cc(OCC(=O)NCCN3CCOCC3)ccc12
28. CC(C(O)c1ccccc1)N(C)CCn1cnc2c1c(=O)n(C)c(=O)n2C (centres undefined)
29. COc1cccc(C(=O)N2CCN(C(=O)COc3ccc4ccccc4c3)CC2)c1
30. Cc1oc(=O)c(NC(=O)c2ccc(Cl)cc2)cc1C(=O)c1ccccc1
31. COc1ccccc1CNS(=O)(=O)c1ccc2c(c1)CC(=O)N2C
32. CC(=O)c1ccc(OCC(=O)NCC2(N3CCCCC3)CCCCC2)cc1

screen / no.	25	26	27	28	29	30	31	32
GDH-TPI counter	5	-2	2	-5	-14	6	-18	-9
Vc quorum ag	0.2	-0.3	4.5	-1.6	-0.2	-0.4	-0.3	i
FBA Mtb inh	3	-8	13	1	-4	-1	1	-4
MazF activator	3	1	-2	6	3	6	7	8
3CLpro inhibitor	-1	-5	0	-2	2	6	1	3
BioA inh	-0.3	/	/	/	0.6	0.0	-0.5	/
VHR inh abs	-9	12	12	-5	13	20	-2	-4
UGM FP inh	0.6	2.6	-1.4	1.3	-1.8	0.5	0.3	0.7
Rv3671c protease	4	2	3	-2	6	-24	-5	3
SSB-PriA inh	13	-4	-14	0	-12	-12	-2	-3

33. CC(=O)Cn1ncc(N2CCOCC2)cc1=O
34. CCCCCCCCn1sccc1=O
35. CCOc1ccc(S(=O)(=O)Nc2ccc(C(=O)NCCCN3CCOCC3)cc2)cc1
36. Cc1ccc(C2N(c3ccc(Cl)c(Cl)c3)C(=O)C3CCCN32)o1 (centres undefined)
37. CCCSC1=N/C(=C/c2ccsc2)C(=O)N1c1ccccc1
38. CCCCCCn1c(NCC)nc2c1c(=O)[nH]c(=O)n2C
39. COc1ccccc1C(=O)N(CCC1CCCN1C)c1nc2ccccc2s1 (centres undefined)
40. S=C(NCc1ccco1)N1CCC(c2nc3ccccc3o2)CC1

screen / no.	33	34	35	36	37	38	39	40
GDH-TPI counter	5	2	-4	-1	0	-4	1	4
Vc quorum ag	i	-0.3	i	-0.3	0.3	-0.5	-0.3	i
FBA Mtb inh	3	7	0	1	4	2	0	1
MazF activator	7	0	3	9	4	0	5	1
3CLpro inhibitor	1	/	/	5	1	3	1	3
BioA inh	/	-0.6	/	/	/	0.1	/	/
VHR inh abs	1	/	/	-12	-8	28	19	44
UGM FP inh	-1.7	0.4	-0.9	3.7	-0.2	1.1	1.6	1.0
Rv3671c protease	2	-3	-1	-2	-7	7	4	-5
SSB-PriA inh	-16	7	-3	-7	-19	-5	-8	-10

# Retrieved by compound from the entries so far, five records:
10. COc1ccccc1N1CCN(C(=O)C(=O)N/N=C/c2cccc(O)c2)CC1
22. CC1(C)NC(=O)N(CC(O)COc2ccc(-c3ccc(C#N)cc3)cc2)C1=O (centres undefined)
21. Cc1cc([N+](=O)[O-])nn1CC(=O)Nc1ccc(Cc2ccncc2)cc1
18. CCNC(=S)N1CCN(CCN2C(=O)c3cccc4cccc(c34)C2=O)CC1
40. S=C(NCc1ccco1)N1CCC(c2nc3ccccc3o2)CC1

screen / no.	10	22	21	18	40
GDH-TPI counter	4	-1	8	12	4
Vc quorum ag	-2.8	-1.2	i	6.2	i
FBA Mtb inh	0	69*	1	1	1
MazF activator	2	1	5	12	1
3CLpro inhibitor	-7	0	4	1	3
BioA inh	-0.3	-1.4	/	0.5	/
VHR inh abs	14	22	-2	13	44
UGM FP inh	2.7	0.6	1.0	3.4	1.0
Rv3671c protease	0	-15	8	-2	-5
SSB-PriA inh	/	-20	-1	-4	-10

# (continued)
41. COc1ccc(C2=CCCCCC2)cc1OC
42. Cc1cc(C(=O)NC2=NCCS2)c2ccccc2n1
43. CCOc1ccc(CNS(=O)(=O)c2ccc(-c3ccc(=O)[nH]n3)o2)cc1OC
44. COc1ccc(NC(=O)N2CCCCCC2)c(OC)c1
45. CC(C)C(=O)Nc1ccc(NC(=O)c2cccnc2)cn1
46. O=C(COC(=O)Cc1ccsc1)NCC1CCCCC1
47. CCOC(=O)c1c(C)[nH]c(C)c1C(=O)COC(=O)C1CC(=O)N(CCc2ccccc2)C1 (centres undefined)
48. COc1ccc(C[C@H]2CN3C(=NC[C@@H]3C(C)C)N2C[C@H](C)NC(=O)c2ccc(C)c(Br)c2)cc1

screen / no.	41	42	43	44	45	46	47	48
GDH-TPI counter	-8	1	2	-5	1	5	2	8
Vc quorum ag	4.0	/	-0.1	0.2	0.8	14	i	-8.3
FBA Mtb inh	-1	1	2	5	2	6	-1	-1
MazF activator	10	3	5	8	0	-1	9	30
3CLpro inhibitor	/	-1	2	6	-3	-3	/	1
BioA inh	-0.9	/	-0.6	0.0	5.4	0.8	0.0	0.6
VHR inh abs	/	2	-2	13	-5	0	/	7
UGM FP inh	/	-0.8	2.1	1.1	1.1	5.1	-0.7	-2.1
Rv3671c protease	/	1	9	4	2	2	3	3
SSB-PriA inh	/	-7	8	-14	-12	-4	-5	-4

# Compound profiles, as listed above.
# CC(C)C(=O)Nc1ccc(NC(=O)c2cccnc2)cn1 is listed as GDH-TPI counter = 1; Vc quorum ag = 0.8; FBA Mtb inh = 2; MazF activator = 0; 3CLpro inhibitor = -3; BioA inh = 5.4; VHR inh abs = -5; UGM FP inh = 1.1; Rv3671c protease = 2; SSB-PriA inh = -12
# COc1ccc(NC(=O)N2CCCCCC2)c(OC)c1 is listed as GDH-TPI counter = -5; Vc quorum ag = 0.2; FBA Mtb inh = 5; MazF activator = 8; 3CLpro inhibitor = 6; BioA inh = 0.0; VHR inh abs = 13; UGM FP inh = 1.1; Rv3671c protease = 4; SSB-PriA inh = -14

# Following part
49. CCOC(=O)C1=C(C)N=C2SC(C(=O)OC)=CC(=O)N2C1c1ccc(F)cc1 (centres undefined)
50. O=C(NCCc1ccccc1)c1cnc2sccn2c1=O
51. C/C=N/N(c1ccccc1)c1ccccc1
52. CCN1CCN(C(=O)c2cc(=O)c3cc(C)ccc3o2)CC1
53. CCOC1=C/C(=C/c2c(N)n3nc(CC(=O)N4CCCC4)sc3nc2=O)C=CC1=O

screen / no.	49	50	51	52	53
GDH-TPI counter	10	21	7	2	26
Vc quorum ag	i	-0.4	-0.7	-0.1	-0.9
FBA Mtb inh	-2	11	0	4	-4
MazF activator	3	6	0	6	-84
3CLpro inhibitor	-1	3	-3	2	-5
BioA inh	-1.3	3.7	-0.2	3.2	-4.3
VHR inh abs	24	9	24	12	9
UGM FP inh	-1.4	0.1	/	-4.1	-19
Rv3671c protease	-37	0	/	2	-8
SSB-PriA inh	7	1	i	-9	/
